# CRFR2-BP ag – agonists of CRF-BP/CRF-R2 complex, primary screen, cell-based, HEK293, calcium dye fluorescence, uHTS. activation, % at 13.2 µM. 0.46% of 350,000 active. calcium dye fluorescence (FLIPR); percent of saturating CRF peptide response. AID 588473, 2011;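 active = activation of at least 50%, plus an integration ratio under a set limit after plate pattern correction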;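 also: plate controls were neutral control wells without compound for no effect and CRF at EC100 for full effect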
# CHRM5 PAM – human M5 muscarinic receptor positive allosteric modulators, primary screen, CHO-K1 cells, Fluo-8 calcium fluorescence; CHO-K1 hM5, ACh EC20 PAM; 0% = ACh EC20, 100% = ACh EC100; 0.3% of 360,000 active; Muscarinic acetylcholine receptor M5 (Homo sapiens), P08912; AID 624038, 2012; activation, % at 3 µM;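 active = activation above the run cutoff, the mean activation of all test compounds plus 3 SD, cut at about 18% in these data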
# Target sequence (P08912 whole entry, looked up): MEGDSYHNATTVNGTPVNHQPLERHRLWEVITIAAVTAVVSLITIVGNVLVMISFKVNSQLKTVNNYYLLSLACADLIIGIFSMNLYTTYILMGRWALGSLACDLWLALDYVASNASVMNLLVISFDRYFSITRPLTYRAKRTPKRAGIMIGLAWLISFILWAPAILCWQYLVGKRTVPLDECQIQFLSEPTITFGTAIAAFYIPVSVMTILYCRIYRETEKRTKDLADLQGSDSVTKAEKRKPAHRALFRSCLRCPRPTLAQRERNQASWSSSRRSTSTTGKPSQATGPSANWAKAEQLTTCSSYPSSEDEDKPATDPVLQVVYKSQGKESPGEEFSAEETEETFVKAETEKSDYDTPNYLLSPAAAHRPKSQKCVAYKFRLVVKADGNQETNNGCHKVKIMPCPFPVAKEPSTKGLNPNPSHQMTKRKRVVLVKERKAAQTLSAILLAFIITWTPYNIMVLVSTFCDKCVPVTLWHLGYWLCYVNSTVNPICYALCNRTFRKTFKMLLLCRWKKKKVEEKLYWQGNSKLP
#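 Replicates: One well per compound, no replicates | System: Human M5 receptor in CHO-K1 cells | Benchmarks: Low control EC20 acetylcholine (0%), high control EC100 acetylcholine (100%) | Probe or stimulus: Acetylcholine, EC20 level | Times: Fluo-8 loading 80 min at 37 °C plus 30 min room temperature | Signal: Intracellular calcium via Fluo-8 fluorescence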
# CHRM5 agonist – human M5 muscarinic receptor agonists, primary screen, CHO-K1 cells, Fluo-8 calcium fluorescence. Muscarinic acetylcholine receptor M5 (Homo sapiens), P08912. CHO-K1 hM5 cells; 0% DMSO wells, 100% maximal acetylcholine response. activation, % at 3 µM. 0.19% of 360,000 active;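 active = activation above the run's mean over test compounds plus 3 SD, cut at about 23% in these data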;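 also: signal is peak over basal fluorescence ratio across the kinetic read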
# M1 antag – human M1 muscarinic receptor antagonists, primary screen, CHO-K1 cells, Fluo-8 calcium fluorescence, 1536-well; Muscarinic acetylcholine receptor M1 (Homo sapiens), P11229; inhibition, % at 3 µM; CHO-K1 hM1, ACh EC80 antagonist; 1.3% of 360,000 active; AID 588852, 2011;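 active = percent inhibition above its own plate's cutoff, namely the mean of that plate's compound wells plus 3 SD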;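 also: peak over basal fluorescence ratio during 140 s after agonist addition; 0% = ACh EC80 plus DMSO and 100% = DMSO alone without agonist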
# CHRM4 PAM – human M4 muscarinic receptor positive allosteric modulators, primary screen, CHO-K1 cells, Fluo-8 calcium fluorescence; Muscarinic acetylcholine receptor M4 (Homo sapiens), P08173; CHO-K1 hM4/Gqi5, ACh EC20; 0% = ACh EC20, 100% = maximal ACh; activation, % at 3 µM; 0.4% of 360,000 active; AID 624126, 2012;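 active = activation above its plate's cutoff, the mean activation of sample wells plus 3 SD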; also: some results filed as inactive read as strong as hits
# Target sequence (P08173 whole entry, looked up): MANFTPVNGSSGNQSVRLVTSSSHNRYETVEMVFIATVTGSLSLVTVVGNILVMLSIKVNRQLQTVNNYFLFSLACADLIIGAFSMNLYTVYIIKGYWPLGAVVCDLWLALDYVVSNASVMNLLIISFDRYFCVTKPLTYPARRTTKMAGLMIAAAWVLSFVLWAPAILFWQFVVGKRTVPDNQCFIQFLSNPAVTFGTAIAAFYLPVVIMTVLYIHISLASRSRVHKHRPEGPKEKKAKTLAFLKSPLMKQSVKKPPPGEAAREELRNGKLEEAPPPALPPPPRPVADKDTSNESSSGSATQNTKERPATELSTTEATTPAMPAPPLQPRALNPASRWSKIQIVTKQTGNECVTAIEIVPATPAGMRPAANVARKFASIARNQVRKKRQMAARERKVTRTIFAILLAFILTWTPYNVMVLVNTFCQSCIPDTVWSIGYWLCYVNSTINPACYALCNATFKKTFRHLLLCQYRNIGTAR
# M4 antag – human M4 muscarinic receptor antagonists, primary screen, CHO cells, Fluo-8 calcium fluorescence; CHO-hM4 cells, ACh EC80; AID 624125, 2012; inhibition, % at 3 µM; 0.73% of 360,000 active;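 active = inhibition above its plate's cutoff, the mean inhibition of sample wells plus 3 SD, cut at about 27% in these data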;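 also: 0% = acetylcholine EC80 with DMSO and 100% = DMSO without agonist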
# M5 antag – human M5 muscarinic receptor antagonists, primary screen, CHO cells, Fluo-8 calcium fluorescence; Muscarinic acetylcholine receptor M5 (Homo sapiens), P08912; CHO-hM5 cells, ACh EC80; inhibition, % at 3 µM; 0.59% of 360,000 active;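 active = inhibition above a per-plate cutoff, the mean of that plate's test compounds plus 3 SD, cut at about 27% in these data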;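 also: 0% = acetylcholine EC80 with DMSO and 100% = DMSO without agonist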
# M4 ag – human M4 muscarinic receptor agonists, primary screen, CHO-K1 cells, Fluo-8 calcium fluorescence; 0.14% of 360,000 active; Muscarinic acetylcholine receptor M4 (Homo sapiens), P08173; CHO-K1 hM4/Gqi5; vehicle 0%, full acetylcholine response 100%; AID 624127, 2012; activation, % at 3 µM;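 active = activation above the run mean over all test wells plus 3 SD, cut at about 32% in these data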;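 also: peak over basal fluorescence ratio per well then scaled between controls; 0% = DMSO wells and 100% = acetylcholine at EC100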
# M1 PAM – human M1 muscarinic receptor positive allosteric modulators, primary screen, CHO-K1 cells, Fluo-8 calcium fluorescence, 1536-well | CHO-K1 hM1, ACh EC20; 0% = ACh EC20, 100% = maximal ACh | 0.088% of 360,000 active | activation, % at 3 µM | Muscarinic acetylcholine receptor M1 (Homo sapiens), P11229; in the data active = activation above about 19%, passing the limit was not always enough
# An asterisk follows results filed as active; . = no result given.
canonical_smiles,CRFR2-BP ag,CHRM5 PAM,CHRM5 agonist,M1 antag,CHRM4 PAM,M4 antag,M5 antag,M4 ag,M1 PAM
COc1ccc(-c2cn3nc(SCC(=O)NCC4CCCO4)ccc3n2)cc1 (stereo unspecified),-0.5,0.9,-3.4,-10.3,11.8,-1.9,5.3,8.3,14.2
COc1cc(/C=N/NC(=O)c2cccnc2)ccc1OC(=O)c1ccc([N+](=O)[O-])cc1,6.4,-5.3,-0.7,-7.8,1.4,-3.0,13.6,2.0,0.5
CCCCn1c(CCC(=O)O)nc2cc(S(=O)(=O)N3CCCC3)ccc21,-0.3,4.7,0.3,-6.7,3.0,0.8,4.2,-0.3,7.8
Cc1csc(SCC(=O)NCc2ccc3c(c2)OCO3)n1,-4.8,-4.2,-3.8,-6.4,8.1,12.4,2.1,0.6,5.0
CC(=O)c1ccc(NC(=O)COC(=O)/C=C/c2cccs2)cc1,-0.7,-18.7,3.7,-10.7,1.1,1.0,11.8,4.4,-3.1
CC1(C)CC(=O)C(C(C2=C(O)CC(C)(C)CC2=O)c2cccs2)C(=O)C1 (stereo unspecified),0.8,-4.6,-1.6,5.7,5.7,-0.9,2.8,-0.4,4.8
O=C(CCS(=O)(=O)c1ccccc1)N1CCN(c2ccccc2F)CC1,-0.1,-6.8,-1.4,0.0,-4.3,4.8,18.7,2.0,1.9
COc1ccc(NC(=O)CN(C)C2CCS(=O)(=O)C2)cc1 (stereo unspecified),-2.5,-8.2,-0.1,-1.9,2.6,-2.4,9.9,-0.9,3.1
CCn1c(C)nc2cc(C(=O)NNC(=O)CCC3CCCCC3)ccc21,-0.9,-8.7,-4.2,-5.4,-4.1,7.3,5.9,1.8,-1.8
CCc1nnc(NC(=O)COC(=O)CN2C(=O)c3ccccc3C2=O)s1,0.3,3.6,-3.9,-7.0,7.3,-13.3,-6.2,0.5,6.3
Cc1ccc(SCC(=O)NNC(=O)CCS(=O)(=O)c2ccc(C)cc2)cc1,-2.7,-0.1,2.6,8.8,1.6,2.9,0.6,1.4,-5.8
CCCCNC(=O)C(NC(=O)c1ccc(=O)[nH]c1)C(=O)c1ccccc1 (stereo unspecified),.,-9.6,-1.8,-0.8,1.7,5.5,8.3,1.1,-9.3
O=C(Nc1cccc(Cl)c1Cl)c1csc([C@@H]2O[C@H](CO)[C@@H](O)[C@H]2O)n1,.,-5.1,1.4,14.4,-2.8,-3.8,7.1,5.4,-12.5
CC(Oc1ccccc1)C(=O)N(CCC1=CCCCC1)c1c(N)n(Cc2ccccc2)c(=O)[nH]c1=O (stereo unspecified),0.1,3.7,-0.8,-21.0,1.0,-1.8,1.9,0.5,12.3
CCN(CC)CCNC(=O)CCn1c(=S)[nH]c2cc3c(cc2c1=O)OCO3,0.7,2.6,-6.5,5.9,-2.5,-6.7,3.0,-0.7,-2.6
CC1CCC(NC(=O)C2(C)CCC(=O)N2Cc2cccnc2)CC1 (stereo unspecified),0.5,-2.2,0.1,-5.8,1.1,-7.5,5.2,0.1,3.2
CSCCC(c1nc2ccccc2[nH]1)n1c(=O)c(-c2ccco2)nc2ccccc21 (stereo unspecified),.,6.8,-1.5,.,8.5,8.5,-3.5,-1.0,.
CSc1nn(CCc2ccncc2)c(=S)s1,3.0,-6.6,-6.6,-12.8,2.8,0.1,0.1,0.8,10.6
O=C1CN(S(=O)(=O)c2cccc(Br)c2)CCN1,-1.2,6.1,2.0,-12.8,0.1,-14.3,0.1,0.9,4.1
O=C(c1ccccc1F)N1C(=O)c2cccc3cccc1c23,-0.5,6.9,-0.4,-9.3,-7.8,6.7,-5.6,-1.1,4.2
COC(=O)C1CN(C(=O)C(C)Oc2ccc(F)cc2)c2ccccc2O1 (stereo unspecified),-3.3,-5.0,-2.7,-5.7,2.7,-10.3,1.4,0.4,5.3
CC1CCCC(C(=O)O)N1C(=O)CCSSCCC(=O)N1C(C)CCCC1C(=O)O (stereo unspecified),-0.8,1.6,-0.7,-5.3,-0.2,-0.9,-3.8,0.6,4.9
CC1(C)COC(c2cccn2Cc2ccc(F)cc2Cl)=N1,-1.8,-4.8,-12.5,2.5,0.9,-9.2,1.8,0.2,-1.1
COc1ccccc1N1CCN(Cc2cnc3ccc(Cl)cn23)CC1,-0.9,-3.3,1.7,2.2,-2.8,6.5,7.2,3.2,2.3
COc1ccc(-c2cc(C(F)(F)F)n3nc(C(=O)NCCN4CCOCC4)cc3n2)cc1,-2.3,-7.2,2.2,-13.2,2.1,-10.3,1.6,3.6,1.4
CC(=O)Nc1ccc(S(=O)(=O)NCCC(=O)NCc2ccco2)cc1,-1.0,-6.3,3.1,7.7,1.2,4.2,3.6,1.2,1.0
CCN(CC)S(=O)(=O)c1ccc(OC)c(NC(=O)c2cc3c(=O)n4ccccc4nc3s2)c1,9.6,10.5,-0.4,5.2,11.6,2.1,-0.8,0.5,-0.1
Brc1ccc(/C=N/n2cnnc2)s1,0.0,-3.9,-1.6,-11.5,4.8,-1.3,11.8,0.3,12.5
COc1cccc(C2CC(=O)N3CN(c4cccc(Cl)c4C)CSC3=C2C#N)c1OC (stereo unspecified),0.3,-3.3,0.7,-15.0,1.0,-13.7,3.2,0.7,1.7
Cc1cccc2cc(CN(Cc3ccco3)C(=O)Nc3cccc(C#N)c3)c(Cl)nc12,1.3,-12.2,-1.3,9.9,-8.5,8.7,7.6,11.8,-7.9
CCC(NC(=O)NC1=NCCS1)(C(F)(F)F)C(F)(F)F,1.3,-2.8,-5.1,16.8,-1.1,12.0,2.2,-0.1,-6.8
O=C(N1CCOCC1)N1CCN(CC(O)COc2ccc3ccccc3c2)CC1 (stereo unspecified),-1.6,-0.9,11.5,-5.5,3.5,-1.8,-2.3,4.0,-2.9
Cc1ccc(NS(=O)(=O)c2c(C)nc3sccn3c2=O)cc1,2.3,2.6,-1.6,-2.7,3.7,-16.6,-5.7,3.1,4.3
CCN1C[C@@H]2[C@@H]3C(=O)N(Cc4ccccc4)C(=O)[C@@H]3[C@](C)(C(=O)OC)N2C1=NC,3.2,-0.1,0.8,-17.2,6.6,-13.4,-1.9,0.2,8.3
COc1cc(/C=C2/SC(=S)N(CC(=O)Nc3nc4ccccc4s3)C2=O)cc(OC)c1OC,-0.9,-0.8,3.4,6.2,3.5,-1.3,-1.6,2.1,6.6
CCOc1cc(N2CCOCC2)c(OCC)cc1NC(=O)Cc1ccc(OC)c(OC)c1,-5.0,-6.4,2.2,-14.0,7.4,-13.9,-4.7,4.0,6.2
CC1CC2C3CCC4=CC(=O)CCC4(C)C3CCC2(C)C1(O)C(=O)CO (stereo unspecified),2.3,-0.5,-1.5,-15.8,2.3,-9.2,15.4,1.7,6.2
C[C@@H](CN1C2=NC[C@H](Cc3ccccc3)N2C[C@H]1Cc1ccc(O)cc1)NC(=O)CCC1CCCCC1,-0.9,-19.4,-13.4,40.0*,-1.5,-6.9,10.5,-0.3,-36.9
O=C(O)c1ccc(NC(=O)C2(c3ccccc3)CCOCC2)cc1,-0.5,1.0,0.4,-35.9,7.5,-4.3,-4.4,0.4,6.0
O=c1oc(-c2ccc(F)cc2)nc2ccsc12,-2.1,1.9,0.5,-12.3,-0.2,5.1,-0.9,-0.6,0.3
COc1ccc2nc(-c3ccco3)c(-c3ccco3)nc2c1,3.1,-1.9,-0.3,-1.2,4.8,-0.6,9.2,0.0,1.6
O=C(c1ccc(F)cc1)C1CCN(C(=O)Nc2ccccc2Cl)CC1,-0.1,-1.9,-2.2,0.2,6.0,6.3,-2.1,0.3,6.4
CSCC[C@H](Nc1ncnc2sc(C)c(C)c12)C(=O)O,2.3,1.8,-1.1,-12.3,11.5,5.8,-1.6,0.8,12.1
O=C(Nc1ccc(Cl)cn1)C1CCCN1S(=O)(=O)c1cccc2ccccc12 (stereo unspecified),-1.0,2.0,-3.0,0.3,14.2,2.2,-6.2,0.5,4.2
CC(=O)c1ccc(Nc2cc(C)nc3ccc(C)cc23)cc1,-2.9,-3.9,-4.6,-12.0,9.8,-2.1,1.5,-0.8,15.4
CC(=O)NC1C(=O)N=C(SCC(=O)Nc2c(C)cccc2C)NC1=O (stereo unspecified),-1.1,0.8,-2.5,-8.2,-5.6,-0.9,7.5,-0.2,1.6
CCN(CC)CCCNC(=O)c1c(O)c2c([nH]c1=O)CCCC2,9.5,-4.5,-2.6,1.3,1.4,-12.3,6.3,-1.1,-4.7
Cc1noc(-c2ccccc2OC(=O)c2ccccc2)n1,-0.4,-3.2,-6.6,-8.1,1.6,-5.4,3.4,-0.4,-7.9
O=C1OC(c2ccccc2)=N/C1=C/c1cccc(OC(=O)c2cccs2)c1,1.6,1.4,-1.3,-14.6,8.0,-4.9,4.5,2.3,1.8
CCOC(=O)c1c(S(=O)(=O)NCC(=O)N2CCN(c3cccc(OC)c3)CC2)c(C)n(C)c1C,-0.1,-3.6,-4.5,-2.2,-2.0,5.4,11.9,0.1,-0.3
Clc1c(-c2nnc3n2CCC3)sc2ccccc12,-1.8,6.7,-4.0,8.6,9.8,-1.6,-5.5,-2.0,6.7
Cc1ccc(NC(=O)C2C3C=CC4(O3)C2C(=O)N(CCN2CCOCC2)C4C(=O)NC2CCCCC2)cc1C (stereo unspecified),-0.3,0.1,-1.7,-1.0,-6.5,18.9,2.9,0.5,0.5
CCOC(=O)N1CCN(C2CC(=O)N(c3ccc(Cl)c(Cl)c3)C2=O)CC1 (stereo unspecified),3.0,4.7,1.4,-12.7,1.2,-13.9,9.3,1.5,4.7
CCOC(=O)C1CCCN(C(=O)c2cccnc2Oc2ccccc2)CC1 (stereo unspecified),.,-1.1,0.0,-20.3,-2.7,-0.4,2.0,2.0,10.0
CCn1c(SCC(=O)c2c(N)n(C3CC3)c(=O)[nH]c2=O)nnc1-c1ccccc1OC,-0.5,2.7,-1.0,20.5,1.7,5.8,14.4,0.0,-5.9

# Full records as entered above. Order of values: CRFR2-BP ag, CHRM5 PAM, CHRM5 agonist, M1 antag, CHRM4 PAM, M4 antag, M5 antag, M4 ag, M1 PAM
# Entry for CC(=O)NC1C(=O)N=C(SCC(=O)Nc2c(C)cccc2C)NC1=O (stereo unspecified) → -1.1, 0.8, -2.5, -8.2, -5.6, -0.9, 7.5, -0.2, 1.6
# Entry for COc1ccc2nc(-c3ccco3)c(-c3ccco3)nc2c1 → 3.1, -1.9, -0.3, -1.2, 4.8, -0.6, 9.2, 0.0, 1.6

# Bioassay records as filed in PubChem BioAssay.
